Screens (PubChem)
VLA-4 inh = inhibition in a human VLA-4 binding assay; AID 2557; inhibition, % (about 7 µM as worked out from the volumes in the protocol); actives 0.2% (n = 330,000); VLA-4 expressing cells, ligand binding flow cytometry; in the data active = inhibition above about 50%
Target sequence (P13612 whole entry, looked up): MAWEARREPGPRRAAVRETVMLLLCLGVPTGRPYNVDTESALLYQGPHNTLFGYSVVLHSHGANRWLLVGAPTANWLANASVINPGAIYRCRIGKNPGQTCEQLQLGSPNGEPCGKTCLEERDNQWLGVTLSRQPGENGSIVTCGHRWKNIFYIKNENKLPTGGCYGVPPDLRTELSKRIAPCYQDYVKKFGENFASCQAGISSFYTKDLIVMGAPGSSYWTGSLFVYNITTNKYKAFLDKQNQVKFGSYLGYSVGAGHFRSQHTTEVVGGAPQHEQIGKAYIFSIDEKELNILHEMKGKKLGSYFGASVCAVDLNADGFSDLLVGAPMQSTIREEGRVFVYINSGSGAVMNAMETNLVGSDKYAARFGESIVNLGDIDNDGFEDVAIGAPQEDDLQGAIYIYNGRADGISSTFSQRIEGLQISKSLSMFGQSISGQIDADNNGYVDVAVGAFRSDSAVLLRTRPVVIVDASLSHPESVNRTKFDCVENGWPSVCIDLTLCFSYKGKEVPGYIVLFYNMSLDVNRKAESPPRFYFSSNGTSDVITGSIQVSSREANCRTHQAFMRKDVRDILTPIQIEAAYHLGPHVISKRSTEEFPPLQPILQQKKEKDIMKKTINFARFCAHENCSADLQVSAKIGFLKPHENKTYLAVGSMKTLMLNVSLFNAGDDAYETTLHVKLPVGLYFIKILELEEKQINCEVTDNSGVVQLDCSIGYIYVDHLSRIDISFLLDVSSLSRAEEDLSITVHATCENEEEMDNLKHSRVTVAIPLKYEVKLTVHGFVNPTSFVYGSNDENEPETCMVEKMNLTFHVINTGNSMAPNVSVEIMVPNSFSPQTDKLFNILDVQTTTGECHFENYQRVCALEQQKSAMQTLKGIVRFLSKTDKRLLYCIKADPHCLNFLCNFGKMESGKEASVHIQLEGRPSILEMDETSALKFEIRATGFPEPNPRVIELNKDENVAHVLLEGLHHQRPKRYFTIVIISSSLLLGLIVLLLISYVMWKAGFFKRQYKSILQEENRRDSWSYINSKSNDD
RPL19A TOR yeast = modulators of TOR pathway RPL19A-GFP in S. cerevisiae. percent response vs DMSO, % at 10 µM. actives 0.3% (n = 330,000). S. cerevisiae RPL19A-GFP strain, flow cytometry, 3 h; active compounds read low. AID 2025;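 active = percent response vs DMSO below 50%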;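 also: median channel GFP fluorescence of the barcoded RPL19A-GFP strain; ratio of sample median GFP to plate DMSO average so 100% = DMSO; lower means less RPL19A-GFP as with rapamycin TOR inhibition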
JMJD2C inh = inhibitors of human GASC-1 (JMJD2C) demethylase. GST-JMJD2C(1-420) H3K9me3 demethylation, DELFIA europium. inhibition, % at 2.35 µM. actives 0.069% (n = 330,000);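 active = more than half of a compound's replicate wells show inhibition beyond 50%, single wells judged on their own value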;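 also: signal counts dimethyl H3K9 product captured on neutravidin plate; 0% = median of DMSO wells and 100% = 0.3 times that DMSO median; strong numbers were not always called active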
CIT2 TOR yeast = yeast TOR pathway CIT2-GFP modulation; S. cerevisiae CIT2-GFP strain, flow cytometry, 3 h; 100 means same as DMSO wells; actives 0.065% (n = 320,000); AID 2029; GFP response vs DMSO, % at 10 µM;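 active = GFP response relative to DMSO above a set limit, near the screen mean plus 3 SD, cut at about 150% in these data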;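 also: ratio of well median GFP fluorescence to mean of DMSO wells on the plate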
LAP4-GFP MLPCN = alters LAP4-GFP fluorescence in TOR pathway yeast screen | S. cerevisiae LAP4-GFP multiplex, flow cytometry GFP, 3 h; median GFP as percent of DMSO wells | GFP response vs DMSO, % at 10 µM | actives 0.34% (n = 320,000) | AID 2023;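 active = GFP response vs DMSO above a set limit, about the screen mean plus 3 SD, cut at about 150% in these data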
GRK2 inh = inhibitors of human GRK2 displacing RNA aptamer | bead flow cytometry, FAM-aptamer displacement from GRK2 | inhibition of aptamer binding, % at 10 µM | actives 0.59% (n = 330,000) | AID 488847;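 active = inhibition of aptamer binding above 40%, roughly 3 SD of noise, on plates passing a quality check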;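 also: median bead fluorescence of bound FAM aptamer so fluorescent compounds give negative values; no value below 0 was filed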
MEP2 TOR yeast = alters MEP2-GFP fluorescence in TOR pathway yeast screen. actives 0.51% (n = 330,000). AID 2016. GFP response vs DMSO, % at 10 µM. S. cerevisiae MEP2-GFP strain, flow cytometry GFP, 3 h; 100% = DMSO control level;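 active = GFP response versus DMSO above a set limit, roughly screen mean plus 3 SD, cut at about 180% in these data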;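 also: median GFP fluorescence of the barcode-gated MEP2-GFP cells per well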
AGP1 TOR yeast = modulators of TOR pathway AGP1-GFP in S. cerevisiae | actives 0.02% (n = 320,000) | S. cerevisiae AGP1-GFP multiplex flow cytometry, 3 h; GFP as percent of DMSO wells | GFP response vs DMSO, % at 10 µM | AID 2066;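 active = GFP response relative to DMSO above a set limit, near screen average plus 3 SD, cut at about 150% in these data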;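 also: median GFP channel fluorescence of the gated AGP1 strain per well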
Active calls of the source: *; i = inactive; x = no result given.

1: Cc1noc(C)c1COc1ccc(C(=O)OCC(=O)Nc2ccc3ccccc3c2)cc1
2: COc1ccc(NC(=O)c2ccc3nc(-c4ccccc4)c(-c4ccccc4)nc3c2)c(OC)c1
3: Cc1cccc(C(=O)Nc2ncc(CN3CCOCC3)s2)c1
4: COc1ccc(C(=O)c2c(C)oc3cc([N+](=O)[O-])c(O)c([N+](=O)[O-])c23)cc1
5: C/C(=N\NC(=O)CNC(=O)c1ccc2c(c1)OCO2)c1ccco1
6: Nc1c(C(=O)NCCC2=CCCCC2)sc2ccc(S(=O)(=O)N3CCCCC3)cc12
7: O=c1nc(/C=C/c2ccc(-c3ccc(F)cc3)o2)cc(C(F)(F)F)[nH]1
8: Fc1c(F)c(F)c(N=Cc2ccc3ncccc3c2)c(F)c1F

assay / compound	1	2	3	4	5	6	7	8
JMJD2C inh	-4	i	5	4	2	2	-1	2
LAP4-GFP MLPCN	103	85	89	95	92	78	102	92
MEP2 TOR yeast	102	98	97	96	101	102	106	97
RPL19A TOR yeast	103	97	97	100	104	95	101	103
CIT2 TOR yeast	x	95	96	100	102	106	109	104
AGP1 TOR yeast	104	92	98	98	97	93	98	97
VLA-4 inh	0	20	-2	-7	13	9	-191	9
GRK2 inh	0	0	2	0	6	3	0	0

9: COc1ccccc1C(=O)Nc1ccc2c(c1)CN(C(=O)CSC)CC2
10: COC(=O)Cn1c(=NC(=O)c2ccc(Cl)s2)sc2cc(C)ccc21
11: CCOc1ccc(-n2nc3ccc(N)cc3n2)cc1
12: CN(C)C(CNC(=O)c1ccc(NS(=O)(=O)c2ccc(F)cc2)cc1)c1ccco1 (stereo unspecified)
13: OCCN(CCCn1c(-c2ccncc2)nc2ccccc21)c1nc(CN2CCCCC2)cs1
14: N#C/C(=C/c1ccc2c(c1)OCO2)C(=O)Nc1ccc(O)cc1
15: Cc1ccc(S(=O)(=O)NCCC2=CCCCC2)cc1C(N)=O
16: CNC[C@H]1Oc2c(NC(=O)C3CC3)cccc2C(=O)N([C@H](C)CO)C[C@@H]1C

assay / compound	9	10	11	12	13	14	15	16
JMJD2C inh	17	-4	5	1	1	-8	-5	x
LAP4-GFP MLPCN	84	85	95	91	105	110	106	108
MEP2 TOR yeast	96	95	112	89	89	111	99	101
RPL19A TOR yeast	101	98	100	89	98	97	102	108
CIT2 TOR yeast	107	95	103	92	70	100	110	101
AGP1 TOR yeast	97	85	40	94	85	104	105	109
VLA-4 inh	-1	7	-6	7	9	-2	5	9
GRK2 inh	0	0	2	2	0	0	0	0

17: C=CCc1ccccc1OCC(O)CN(C(C)C)C(C)C (stereo unspecified)
18: O=C(c1cccc(C(F)(F)F)c1)C1CCCN(C(=O)C2CCOCC2)C1 (stereo unspecified)
19: CCCNC(=O)CSc1ccc(S(=O)(=O)N2CCCC2)cn1
20: CCOC(=O)CSc1nc2ccc(C)cc2cc1C#N
21: O=C(CN(c1ccccc1Cl)S(=O)(=O)c1ccccc1)N/N=C/c1ccccc1C(=O)O
22: COc1ccc(C(=O)ON=C2c3ccccc3-c3ccccc32)cc1OC
23: O=C(Nc1cccc(F)c1)c1ccco1
24: CNC(=S)NC1CC2CCCC(C1)N2Cc1ccc(C)cc1 (stereo unspecified)

assay / compound	17	18	19	20	21	22	23	24
JMJD2C inh	-2	-1	-10	-6	6	-1	2	-3
LAP4-GFP MLPCN	92	104	110	112	110	103	107	115
MEP2 TOR yeast	106	104	103	101	105	96	103	93
RPL19A TOR yeast	x	101	99	97	110	100	112	96
CIT2 TOR yeast	107	104	91	93	111	96	109	94
AGP1 TOR yeast	108	107	99	94	104	97	104	99
VLA-4 inh	-10	-8	-9	-10	7	1	-17	-15
GRK2 inh	0	4	1	4	0	1	2	0

25: CCN1C(=O)/C(=C/c2c(C)nn(C)c2C)SC1=S
26: C=CCNc1nc(N)c([N+](=O)[O-])c(NC2CCCCC2)n1
27: COc1cc(-c2onc3ccc(Br)cc23)cc(OC)c1OC
28: O=C(CSc1nc2ccccc2o1)NC(=O)NCc1ccccc1
29: O=C(CCn1cncn1)N1CCCC(N2CCN(c3cccc(C(F)(F)F)c3)CC2)C1 (stereo unspecified)
30: COc1ccc(NS(=O)(=O)c2ccc(Oc3cccc(C(=O)O)c3)cc2)cc1
31: O=C(Oc1cccc2cccnc12)c1ccc(N2C(=O)C3C4CCC(C4)C3C2=O)cc1 (stereo unspecified)
32: CCN1C(=O)C(CC(=O)Nc2ccccc2Cl)N(NC(=O)c2cccc(F)c2)C1=S (stereo unspecified)

assay / compound	25	26	27	28	29	30	31	32
JMJD2C inh	-3	-13	x	-7	-3	-11	0	-1
LAP4-GFP MLPCN	109	92	98	84	81	100	94	80
MEP2 TOR yeast	106	109	98	92	101	99	108	93
RPL19A TOR yeast	107	106	99	93	109	96	93	112
CIT2 TOR yeast	103	122	95	82	108	91	89	x
AGP1 TOR yeast	98	106	93	88	103	98	92	83
VLA-4 inh	-3	10	30	-3	22	-3	-10	-17
GRK2 inh	0	0	0	0	1	1	0	0

33: CCc1cc2c(SCc3ccc(C(=O)OC)o3)ncnc2s1
34: COc1ccccc1-n1c(SCC(=O)Nc2cc(C)on2)nc2c(c1=O)SCC2
35: CN1CCN(CCNC(=O)Nc2ccccc2C(F)(F)F)CC1
36: CCCCNC(=O)c1cc2nc(-c3ccccc3)cc(C(F)(F)F)n2n1
37: COc1ccc(C(C)=O)cc1COC(=O)c1ccc2ccccc2n1
38: CCCCOC(=O)c1ccc(NC(=O)CSc2nncn2C)cc1
39: COc1ccc(CC(=O)N2CCOCC2)cc1
40: CCOc1ccc(C(=O)N/N=C/c2cc(Cl)ccc2[N+](=O)[O-])cc1

assay / compound	33	34	35	36	37	38	39	40
JMJD2C inh	-3	-4	-13	27	-27	-6	26	2
LAP4-GFP MLPCN	96	101	96	82	118	87	94	91
MEP2 TOR yeast	94	94	103	102	102	92	95	93
RPL19A TOR yeast	99	97	103	87	97	101	92	96
CIT2 TOR yeast	88	103	91	84	93	82	103	97
AGP1 TOR yeast	93	102	99	88	104	90	97	94
VLA-4 inh	-2	-6	-6	16	2	12	-6	4
GRK2 inh	3	5	1	2	3	1	0	0

41: CC(N)C12CC3CC(CC(O)(C3)C1)C2 (stereo unspecified)
42: O=C(CSc1nc2ccccc2c(=O)n1-c1ccccc1)N1CCCC1
43: CC(Oc1ccc2ccc(=O)oc2c1)C(=O)c1ccccc1 (stereo unspecified)
44: C[C@]12C=CC(=O)C=C1CCC1C2CC[C@@]2(C)C1CCC21OCCO1 (stereo partly specified)
45: CCOc1cc(C(=O)NC)cc(Br)c1OCc1ccccc1
46: COc1ccc2ccc(=O)oc2c1CC(=O)C(C)C
47: CC1=NN(c2nc(-c3ccc(C)cc3)cs2)C(=O)C1N=Nc1cccc(C)c1 (stereo unspecified)
48: Cc1nc(C(F)(F)F)ccc1C(=O)NN1CCOCC1

assay / compound	41	42	43	44	45	46	47	48
JMJD2C inh	-9	-3	1	-3	-6	x	5	-5
LAP4-GFP MLPCN	98	102	98	89	107	93	99	94
MEP2 TOR yeast	98	95	101	91	89	97	104	104
RPL19A TOR yeast	102	99	99	98	93	97	99	109
CIT2 TOR yeast	98	99	95	105	91	95	107	102
AGP1 TOR yeast	102	103	98	94	97	105	98	104
VLA-4 inh	5	11	-9	0	-2	16	-1	-10
GRK2 inh	1	5	0	0	0	0	0	0

In another format: 10 of the compounds above
| item | compound | JMJD2C inh | LAP4-GFP MLPCN | MEP2 TOR yeast | RPL19A TOR yeast | CIT2 TOR yeast | AGP1 TOR yeast | VLA-4 inh | GRK2 inh |
| --- | --- | --- | --- | --- | --- | --- | --- | --- | --- |
| 36 | CCCCNC(=O)c1cc2nc(-c3ccccc3)cc(C(F)(F)F)n2n1 | 27 | 82 | 102 | 87 | 84 | 88 | 16 | 2 |
| 37 | COc1ccc(C(C)=O)cc1COC(=O)c1ccc2ccccc2n1 | -27 | 118 | 102 | 97 | 93 | 104 | 2 | 3 |
| 38 | CCCCOC(=O)c1ccc(NC(=O)CSc2nncn2C)cc1 | -6 | 87 | 92 | 101 | 82 | 90 | 12 | 1 |
| 39 | COc1ccc(CC(=O)N2CCOCC2)cc1 | 26 | 94 | 95 | 92 | 103 | 97 | -6 | 0 |
| 40 | CCOc1ccc(C(=O)N/N=C/c2cc(Cl)ccc2[N+](=O)[O-])cc1 | 2 | 91 | 93 | 96 | 97 | 94 | 4 | 0 |
| 41 | CC(N)C12CC3CC(CC(O)(C3)C1)C2 (stereo unspecified) | -9 | 98 | 98 | 102 | 98 | 102 | 5 | 1 |
| 42 | O=C(CSc1nc2ccccc2c(=O)n1-c1ccccc1)N1CCCC1 | -3 | 102 | 95 | 99 | 99 | 103 | 11 | 5 |
| 43 | CC(Oc1ccc2ccc(=O)oc2c1)C(=O)c1ccccc1 (stereo unspecified) | 1 | 98 | 101 | 99 | 95 | 98 | -9 | 0 |
| 44 | C[C@]12C=CC(=O)C=C1CCC1C2CC[C@@]2(C)C1CCC21OCCO1 (stereo partly specified) | -3 | 89 | 91 | 98 | 105 | 94 | 0 | 0 |
| 45 | CCOc1cc(C(=O)NC)cc(Br)c1OCc1ccccc1 | -6 | 107 | 89 | 93 | 91 | 97 | -2 | 0 |

Next section
49: COc1ccccc1NC(=O)c1ccccc1S(=O)(=O)c1ccc([N+](=O)[O-])cc1
50: Cc1cc[n+](CC(=O)Nc2ccccc2)cc1
51: Cn1cc(CN2CCN(CCO)CC2)c(-c2ccc(Oc3ccccc3)cc2)n1
52: CC(C(=O)NC1CCCCCC1)N(c1ccccc1)S(C)(=O)=O (stereo unspecified)
53: Cc1ccc(OCC(=O)NNC(=O)c2cc(C)[nH]n2)cc1
54: C/C(=N\N1CCN(c2ccccc2)CC1)c1ccco1
55: COc1cccc(NC(=S)NC(=O)c2cccnc2)c1
56: COc1ccc(-c2nnsc2N2C(=O)c3ccccc3C2=O)cc1

assay / compound	49	50	51	52	53	54	55	56
JMJD2C inh	-1	-28	-2	-1	-3	1	3	-4
LAP4-GFP MLPCN	103	83	96	91	76	94	99	114
MEP2 TOR yeast	100	99	107	99	93	112	111	98
RPL19A TOR yeast	100	96	98	97	90	98	108	95
CIT2 TOR yeast	105	99	104	x	92	92	106	89
AGP1 TOR yeast	103	89	101	100	83	100	103	100
VLA-4 inh	-15	14	7	-3	-4	11	-4	8
GRK2 inh	4	0	0	0	0	0	0	0

57: CSc1nc(N)nc2c1ncn2CC(=O)N[C@H](CO)Cc1c[nH]c2ccccc12
58: COc1ccc(C2CC(c3ccc(OC)cc3)n3nc(NS(C)(=O)=O)nc3N2)cc1 (stereo unspecified)
59: COc1cc(C(=O)NNC2=NC(C)(C)Cc3cc(C)c(C)cc32)cc(OC)c1OC
60: CCOC(=O)C1CCCCN1C(=O)CCc1nnc(-c2ccc3c(c2)OCO3)o1 (stereo unspecified)
61: Cc1cc(NC(=O)COC(=O)CCNS(=O)(=O)c2cccc(C(F)(F)F)c2)no1
62: CCN(CC)c1ccc(S(=O)(=O)N2CCCCC2)cc1NC(=O)C1CCC1
63: CCc1cccc(CC)c1NC(=O)CN1C2CCCC1CC(NC(=O)Nc1cccc(OC)c1)C2 (stereo unspecified)
64: COc1ccccc1NC(=O)CSc1n[nH]c(-c2cccnc2)n1
65: Cc1csc2nc(COC(=O)CNC(=O)c3ccc(Cl)cc3)cc(=O)n12
66: C(=N\Nc1nn2cnnc2c2ccccc12)/c1ccco1
67: CS(=O)(=O)c1ccc(-c2nnc(NC(=O)c3ccc(S(=O)(=O)N4CCCC4)cc3)o2)cc1

assay / compound	57	58	59	60	61	62	63	64	65	66	67
JMJD2C inh	34	-10	0	1	2	-1	3	-7	-9	-12	11
LAP4-GFP MLPCN	101	102	106	129	106	101	98	86	109	101	105
MEP2 TOR yeast	97	106	103	129	96	93	99	110	96	97	100
RPL19A TOR yeast	96	99	102	113	99	90	93	104	99	99	97
CIT2 TOR yeast	102	101	95	109	97	90	100	95	93	90	106
AGP1 TOR yeast	100	100	103	111	102	102	97	103	99	99	120
VLA-4 inh	-6	21	27	13	10	-13	4	14	-8	-3	9
GRK2 inh	8	3	2	1	1	2	0	1	0	0	1
